Source: PubChem BioAssay (several laboratories)
Rv3671c inh: Rv3671c serine protease inhibitors, primary screen, biochemical, fluorescence polarization, M. tuberculosis H37Rv; inhibition, % at 5.96 µM; hit rate 0.048% among 320,000; AID 2606, 2010; in the data active means inhibition above about 38%;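 further: extracellular domain of Rv3671c used as enzyme; 0% = enzyme with DMSO and 100% = no enzyme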
Target sequence (P9WHR9 whole entry, looked up, the tested form may be a part): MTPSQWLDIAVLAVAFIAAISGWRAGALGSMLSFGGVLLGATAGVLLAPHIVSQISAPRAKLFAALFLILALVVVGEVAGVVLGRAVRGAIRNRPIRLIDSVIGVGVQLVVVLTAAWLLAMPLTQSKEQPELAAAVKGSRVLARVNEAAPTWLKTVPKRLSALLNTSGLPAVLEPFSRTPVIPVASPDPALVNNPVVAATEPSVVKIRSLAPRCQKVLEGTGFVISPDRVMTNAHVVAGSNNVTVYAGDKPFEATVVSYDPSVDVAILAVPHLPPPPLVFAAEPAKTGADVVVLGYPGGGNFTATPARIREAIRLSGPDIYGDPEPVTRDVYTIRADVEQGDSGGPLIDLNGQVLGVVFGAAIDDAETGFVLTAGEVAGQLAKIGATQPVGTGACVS
Anthrax LF prot: Bacillus anthracis LF protease inhibitors, primary screen, biochemical, multiplex microsphere, MLPCN library | multiplex microsphere protease cleavage assay | inhibition, % at 10 µM | hit rate 0.12% among 360,000; further: plate controls were buffer without enzyme for full effect and enzyme alone for no effect
PrPC TRFRET: inhibitors of human cell surface prion protein PrPC, primary screen, cell-based, TR-FRET; Major prion protein (Homo sapiens), P04156; TR-FRET read-out; inhibition, % at 13.8 µM; hit rate 0.43% among 370,000; in the data active means inhibition above about 24%; further: 0% = median of the test wells and 100% = reference compound wells
3CLpro inhibitor: SARS-CoV 3CLpro protease inhibitors, primary screen, biochemical, quenched FRET; hit rate 0.14% among 290,000; inhibition, % at 6 µM; Replicase polyprotein 1ab (Severe acute respiratory syndrome coronavirus), P0C6X7; recombinant SARS-CoV 3CLpro, quenched FRET peptide cleavage; in the data active means inhibition above about 12%
DUSP3 inh: VHR1 phosphatase inhibitors, primary screen, biochemical, absorbance, uHTS; Dual specificity protein phosphatase 3 (Homo sapiens), P51452; recombinant VHR phosphatase, pNPP absorbance; inhibition, % at 13.3 µM; hit rate 0.52% among 290,000; AID 1654, 2009; in the data active means inhibition above about 50%; further: some compounds called inactive have numbers as strong as hits
Target sequence (P51452 whole entry, looked up): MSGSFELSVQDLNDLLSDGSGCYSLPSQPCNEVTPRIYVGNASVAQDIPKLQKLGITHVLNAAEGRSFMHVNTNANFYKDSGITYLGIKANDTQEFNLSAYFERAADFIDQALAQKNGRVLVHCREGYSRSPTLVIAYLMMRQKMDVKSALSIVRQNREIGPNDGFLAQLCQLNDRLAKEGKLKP
BoNT-F LC inh: BoNT/F light chain protease inhibitors, primary screen, biochemical, flow cytometry, MLPCN library. Botulinum neurotoxin type F light chain protease (Clostridium botulinum). Multiplex microsphere protease cleavage assay. inhibition, % at 10 µM. hit rate 0.22% among 360,000. AID 588497, 2011; in the data active means inhibition above about 35%, passing the limit was not always enough; inconclusive means no clear call, values can overlap the other calls; further: plate controls were buffer without enzyme for full effect and enzyme alone for no effect
MazF activator: activators of E. coli MazEF toxin-antitoxin RNase, primary screen, biochemical, fluorescence, uHTS; FAM/BHQ RNA-DNA oligo cleavage fluorescence, 5 h; hit rate 0.32% among 350,000; Endoribonuclease toxin MazF (Escherichia coli (strain K12)), P0AE70; AID 504720, 2011; activation, % at 20 µM; in the data active means activation above about 50%
Target sequence (P0AE70 whole entry, looked up): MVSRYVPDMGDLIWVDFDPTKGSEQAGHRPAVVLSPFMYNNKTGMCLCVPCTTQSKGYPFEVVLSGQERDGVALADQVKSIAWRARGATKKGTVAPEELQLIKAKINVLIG
BoNT A protease: BoNT/A light chain protease inhibitors, primary screen, biochemical, flow cytometry, MLPCN library; multiplex microsphere protease substrate cleavage; inhibition, % at 10 µM; hit rate 0.17% among 360,000; further: plate controls were buffer without enzyme for full effect and enzyme alone for no effect
CCHF vOTU inh: CCHFV vOTU protease inhibitors, primary screen, biochemical, Pep-AMC substrate, fluorescence; inhibition, % at 11.5 µM; hit rate 0.55% among 370,000; in the data active means inhibition above about 30%; further: 0% = vehicle wells with enzyme and 100% = no enzyme wells
SSB-PriA inh: inhibitors of Klebsiella pneumoniae PriA binding to SSB C-terminal tail, primary screen, biochemical, AlphaScreen. AlphaScreen SSBct-PriA binding, biotinylated peptide. hit rate 0.6% among 430,000. PriA–SSB C-terminal tail interaction (Klebsiella pneumoniae). inhibition, % at 33 µM; in the data active means inhibition mostly above about 37%, no sharp cut-off; inactive means mostly below about 20%;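 further: plate controls were negative control peptide for no effect and reference peptide for full effect; strong numbers were not always called active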
* = called active by the depositor; ? = inconclusive; nt = not tested or not shown. Unless noted, no stated cut-off is given here; in the data, active means inhibition above about 30%; inconclusive means no clear call, values can overlap the other calls; inactive means below that. Some of the compounds tested. The share of hits here may be higher or lower than overall.

compound | Rv3671c inh | Anthrax LF prot | PrPC TRFRET | 3CLpro inhibitor | DUSP3 inh | BoNT-F LC inh | MazF activator | BoNT A protease | CCHF vOTU inh | SSB-PriA inh
O=C(Nc1nc2nccc(-c3ccccc3)n2n1)c1ccccc1 | 4 | nt | -10 | 3 | 16 | nt | -4 | nt | 1 | -9
CC1CCc2c(sc(NC(=O)c3c([N+](=O)[O-])cnn3C)c2C(N)=O)C1 (centres undefined) | nt | -3 | 3 | -2 | -6 | -6 | 8 | -1.8 | -3 | -1
O=C1C(Cc2ccccc2)S/C(=N/N=C/c2ccco2)N1c1ccccc1 (centres undefined) | -1 | 0 | -2 | 2 | 29 | -12 | -9 | -0.1 | 3 | nt
FC(F)(F)c1ccccc1Cc1c(-c2ccc(Cl)cc2)nc2ccc(Br)cn12 | nt | 0 | 4 | nt | nt | -2 | nt | 1.0 | 29 | nt
C=CCn1c(=O)c(C(=O)NCc2ccccc2Cl)c(O)c2ccccc21 | -3 | -10 | -6 | 0 | 35 | -17 | -5 | -1.3 | -5 | -3
COc1cc(/C=C2\C(=N)N3N=C(C(C)C)SC3=NC2=O)ccc1OCCOc1ccc(NC(C)=O)cc1 | 2 | 2 | -3 | 2 | 31 | -8 | -11 | -0.2 | 9 | -1
S=P1(Oc2ccccc2)Nc2ccccc2N1 | nt | 2 | 2 | nt | nt | 8 | 2 | -0.8 | 1 | 15
CCCn1ncc2c(Nc3ccc(C)c(C)c3)ncnc21 | -7 | -1 | 9 | -1 | 2 | -4 | 10 | -1.9 | 2 | 0
CN1N=C(C(=O)Nc2ccc3c(c2)CCC3)CCC1=O | 6 | 2 | 5 | 4 | 22 | 1 | 11 | -1.1 | -4 | -8
CN(CC(=O)NCCc1ccccc1)S(=O)(=O)c1cccc2nsnc12 | -1 | -4 | -23 | -1 | -8 | -5 | 11 | -1.2 | 11 | 1
CC1CN(C2=NC(=O)/C(=C3/C(=O)N(Cc4ccc(F)cc4)c4ccccc43)S2)CC(C)O1 (centres undefined) | 5 | 32* | 2 | 3 | 10 | ? | 34 | ? | -12 | 0
COc1cccc(N=C2SC(CC(=O)Nc3ccccc3)C(=O)N2Cc2ccccn2)c1 (centres undefined) | -8 | 2 | -7 | 4 | 30 | -6 | 7 | 0.8 | 16 | 10
CC1CCN(C(=O)c2[nH]cnc2C(=O)Nc2ccc(Cl)cc2)CC1 | -7 | -3 | 5 | nt | nt | 1 | 9 | -0.2 | 8 | -5
c1ccc(-c2csc(Nc3cccnc3)n2)nc1 | 0 | -2 | 2 | 3 | 14 | 13 | -5 | 2.0 | -14 | 71*
Cc1ccc(OCCCN2CCCC2)c(C)c1 | 6 | -1 | 0 | 0 | 8 | 17 | 5 | -1.1 | 2 | -3
CC(C)CNC(=O)C1Nc2ccc(C(F)(F)F)cc2C2C=CCC12 (centres undefined) | 0 | 1 | -5 | nt | nt | -8 | 1 | 0.7 | -2 | -13
O=C(O)c1cccnc1SCC(=O)N1CCCc2ccccc21 | 1 | -3 | 4 | 0 | -8 | -6 | -11 | -0.6 | -4 | 5
CCOC(=O)c1c(C(=O)OCC)c(C)n(CCc2ccccc2)c1C | 4 | -2 | -3 | -1 | 40 | 4 | 2 | -0.8 | 2 | -14
COC(=O)N1CCN(S(=O)(=O)c2ccc(F)cc2)CC1 | 5 | 2 | 3 | -6 | -9 | 5 | 5 | 1.4 | -1 | -8
CCN1CCCC1CN(Cc1cc2ccc(C)cc2[nH]c1=O)C(=S)Nc1ccccc1C(=O)OC (centres undefined) | 3 | -5 | 0 | 3 | 16 | 5 | -27 | 3.0 | -1 | 5

In a second layout: ten of the compounds above.
Sequence of screens – Rv3671c inh | Anthrax LF prot | PrPC TRFRET | 3CLpro inhibitor | DUSP3 inh | BoNT-F LC inh | MazF activator | BoNT A protease | CCHF vOTU inh | SSB-PriA inh
- CC1CN(C2=NC(=O)/C(=C3/C(=O)N(Cc4ccc(F)cc4)c4ccccc43)S2)CC(C)O1 (centres undefined)
→ 5 | 32* | 2 | 3 | 10 | ? | 34 | ? | -12 | 0
- COc1cccc(N=C2SC(CC(=O)Nc3ccccc3)C(=O)N2Cc2ccccn2)c1 (centres undefined)
→ -8 | 2 | -7 | 4 | 30 | -6 | 7 | 0.8 | 16 | 10
- CC1CCN(C(=O)c2[nH]cnc2C(=O)Nc2ccc(Cl)cc2)CC1
→ -7 | -3 | 5 | nt | nt | 1 | 9 | -0.2 | 8 | -5
- c1ccc(-c2csc(Nc3cccnc3)n2)nc1
→ 0 | -2 | 2 | 3 | 14 | 13 | -5 | 2.0 | -14 | 71*
- Cc1ccc(OCCCN2CCCC2)c(C)c1
→ 6 | -1 | 0 | 0 | 8 | 17 | 5 | -1.1 | 2 | -3
- CC(C)CNC(=O)C1Nc2ccc(C(F)(F)F)cc2C2C=CCC12 (centres undefined)
→ 0 | 1 | -5 | nt | nt | -8 | 1 | 0.7 | -2 | -13
- O=C(O)c1cccnc1SCC(=O)N1CCCc2ccccc21
→ 1 | -3 | 4 | 0 | -8 | -6 | -11 | -0.6 | -4 | 5
- CCOC(=O)c1c(C(=O)OCC)c(C)n(CCc2ccccc2)c1C
→ 4 | -2 | -3 | -1 | 40 | 4 | 2 | -0.8 | 2 | -14
- COC(=O)N1CCN(S(=O)(=O)c2ccc(F)cc2)CC1
→ 5 | 2 | 3 | -6 | -9 | 5 | 5 | 1.4 | -1 | -8
- CCN1CCCC1CN(Cc1cc2ccc(C)cc2[nH]c1=O)C(=S)Nc1ccccc1C(=O)OC (centres undefined)
→ 3 | -5 | 0 | 3 | 16 | 5 | -27 | 3.0 | -1 | 5

Additional compounds follow.
compound | Rv3671c inh | Anthrax LF prot | PrPC TRFRET | 3CLpro inhibitor | DUSP3 inh | BoNT-F LC inh | MazF activator | BoNT A protease | CCHF vOTU inh | SSB-PriA inh
Cc1ccc(S(=O)(=O)N2CCN(C(=O)COC(=O)c3oc4ccccc4c3C)CC2)cc1 | -6 | 8 | 0 | nt | nt | 4 | -3 | -1.0 | -3 | 12
COc1cc2c(cc1OC)CN(C(=O)COc1ccccc1[N+](=O)[O-])CC2 | 5 | 9 | -6 | 0 | 14 | -16 | 30 | -1.8 | -15 | 1
O=C1[C@H]2[C@@H](c3ccc(F)cc3)N3C(=O)N(c4cccc(F)c4)C(=O)[C@@]3(Cc3ccc(Cl)cc3)[C@H]2C(=O)N1C1CCCCC1 | -31 | -3 | -3 | nt | nt | -2 | -1 | -0.6 | -3 | -2
CC(C)(C)c1ccc(S(=O)(=O)N2CCN(Cc3cc4c(cc3O)OCO4)CC2)cc1 | 3 | -11 | 3 | nt | nt | -6 | 2 | -0.3 | -5 | -4
Cc1nc(N2CCN(S(=O)(=O)c3ccc(F)cc3)CC2)c2c(-c3cccs3)csc2n1 | -3 | -9 | 0 | 2 | 6 | -4 | -14 | 0.2 | 10 | -9
O=C(O)CCc1nc2cc(C(F)(F)F)ccc2n(Cc2ccccc2)c1=O | 6 | 0 | -1 | 3 | -19 | 2 | -3 | 1.2 | 9 | -17
Cc1cccc(CS(=O)(=O)c2nnc([C@H](Cc3ccccc3)NC(=O)OC(C)(C)C)o2)c1 | -22 | 1 | nt | -5 | -7 | -16 | -27 | 0.0 | nt | 7
C=CCn1cnc2c(sc3nc(C)cc(C)c32)c1=O | 4 | -8 | -5 | 0 | 19 | ? | 9 | -0.9 | -3 | 1
COc1cccc(C(=O)Nc2ccccc2)c1 | -4 | -1 | 3 | -1 | 8 | 0 | 8 | -0.3 | 15 | -8
CCNc1nc(NCC)nc(NS(=O)(=O)c2ccc(N)cc2)n1 | 3 | 6 | 5 | 3 | -17 | 19 | 5 | 3.2 | -1 | -4
COCCn1c(SCc2nc3scc(-c4ccc(Cl)cc4)c3c(=O)[nH]2)nnc1-c1cccc(C)c1 | -28 | -4 | -6 | 4 | 18 | -8 | -2 | -0.1 | 4 | 5
NC(=S)N=Nc1c(O)n(CCCl)c2ccccc12 | 6 | -3 | -42 | -4 | -3 | 6 | 5 | 0.2 | 21 | 3
O=C(N/N=C/c1ccsc1)c1cc2ccccc2o1 | -1 | -1 | 9 | -3 | -3 | 4 | 1 | 0.5 | 1 | nt
O=C(N/N=C/c1ccccc1Cl)C1CC1 | 3 | -1 | 0 | -4 | 23 | 4 | 3 | 2.3 | 17 | nt
Cc1cc(C)cc(N(C(=O)c2csnn2)C(C(=O)NC2CCCCC2)c2ccncc2)c1 (centres undefined) | 6 | -5 | 0 | -3 | 30 | 2 | 4 | -2.8 | -6 | 5
Cc1ccc(-c2cnc(-c3ccccc3C(=O)O)o2)cc1 | -10 | 15 | 0 | -6 | 17 | -5 | 7 | -5.0 | 1 | -1
CN1CCN(C(=O)C2CCN(S(=O)(=O)c3ccc(F)cc3)CC2)CC1 | -4 | -2 | 9 | 3 | 2 | -2 | 0 | -2.7 | -6 | -9
COCCNC(=O)NC(=O)COC(=O)C1(c2ccc(Cl)cc2)CC1 | 9 | 5 | 2 | 6 | 38 | 3 | -4 | 0.1 | -1 | -8
CCN(CC)Cc1c(O)ccc2c([N+](=O)[O-])c(C)n(-c3ccc(OC)cc3)c12 | -3 | -3 | -14 | 2 | 31 | -7 | 2 | 0.1 | 8 | 13
Cc1ccc(S(=O)(=O)N(C)CC(=O)N2CCCc3ccccc32)cc1 | 1 | 3 | 9 | -8 | -24 | 5 | 2 | -0.2 | -5 | -1

Remaining list, next part.
compound | Rv3671c inh | Anthrax LF prot | PrPC TRFRET | 3CLpro inhibitor | DUSP3 inh | BoNT-F LC inh | MazF activator | BoNT A protease | CCHF vOTU inh | SSB-PriA inh
CCSC1=N/C(=C\c2ccccc2)C(=O)N1 | 1 | 1 | -2 | 2 | 2 | 2 | 2 | 0.7 | 4 | -10
CCOC(=O)c1ccc(NC(=O)CSc2nnnn2C2CCCCC2)cc1 | -3 | -3 | 2 | 0 | 0 | 4 | -3 | 0.2 | 16 | -8
COc1ccc(NC(C)=O)cc1S(=O)(=O)NCCc1ccccn1 | 4 | 3 | 8 | nt | nt | 9 | -4 | 0.1 | 2 | -9
COc1ccc(OC)c(S(=O)(=O)Nc2c(C)n(C)n(-c3ccccc3)c2=O)c1 | 1 | -8 | 2 | 2 | 5 | ? | 0 | -4.7 | -10 | -2
Cc1csc2ncc(C(=O)Nc3cccc(C(F)(F)F)c3)c(=O)n12 | -7 | 1 | 11 | nt | 6 | 0 | 37 | -0.4 | 12 | -4
CCCCn1c(N)c(N(CCOC)C(=O)c2oc3ccc(Br)cc3c2C)c(=O)[nH]c1=O | nt | -2 | 1 | nt | nt | 9 | -4 | 3.3 | -5 | -7
O=C(CN1C(=O)NC2(CCCC2)C1=O)OCc1cc(=O)n2cc(Br)ccc2n1 | -5 | -2 | 1 | -2 | 17 | 6 | -4 | 0.4 | -11 | -1
O=c1ccc2cc(S(=O)(=O)N3CCN(c4ccc(Cl)cc4)CC3)ccc2o1 | 3 | 0 | -6 | 2 | 30 | -19 | 14 | -2.1 | 2 | -9
Cc1ccc(NC2CCCN(C(=O)CSc3ccncc3)C2)cc1C (centres undefined) | nt | -1 | 0 | 3 | 11 | -2 | 3 | 0.6 | 21 | 4
